Compound activity from PubChem BioAssay.
TRPC4 agonist: opens the mouse TRPC4 cation channel; actives 0.49% (n = 310,000); B-score at 10 µM; Q9QUQ5; HEK293 TRPC4beta/mu-opioid, Fluo4 calcium fluorescence; hits give high values;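 active = B-score above 5 SD of library B-scores, and initial fluorescence ratio not above library mean plus 5 SD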;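 note: positive B-score marks a calcium rise read as TRPC4 activation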
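Technique: kinetic Fluo4 calcium fluorescence; Test system: TRPC4beta and mu-opioid receptor HEK293 stable cells; Measure: B-scored integrated calcium fluorescence ratio; Benchmarks: low control buffer alone, high control maximal DAMGO; Schedule: 45 min room-temperature Fluo4 loading, 110 s read.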
MrgX1 ag: agonists of human MrgX1 receptor. MrgX1-HEK293 cells, Fluo-4 calcium fluorescence, agonist mode; hits give high values. Q96LB2. B-score at 10 µM. actives 0.44% (n = 310,000);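 active = calcium response B-score plate-corrected fluorescence ratio at least 3 library SD, with starting fluorescence B-score inside 5 SD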
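Test system: Stable human MrgX1 HEK293 cell line | Schedule: Overnight plating before 1 h dye loading | Read-out basis: Baseline-normalised fluorescence change ratio, B-scored | Detection: Kinetic calcium dye fluorescence, Fluo-4 NW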
TRPC4 inh: inhibitors of mouse TRPC4 channel. actives 0.39% (n = 300,000). Q9QUQ5. AID 2247. B-score at 10 µM. HEK293 TRPC4beta/mu-opioid, DAMGO-evoked Fluo4 calcium flux; hits give low values;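 active = B-score over 3 SD under the library average, no early fluorescence shift, positive overall ratio signal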
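System: stable TRPC4beta/mu-opioid receptor HEK293 cells; Dosing: single-point compound dosing; Measured by: Fluo4 Ca2+ flux fluorescence; Read-out basis: per-well B score of integrated baseline-normalized Fluo4 ratio.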
MrgX1 antagonist: antagonists of human MrgX1 receptor | AID 588676 | actives 1.3% (n = 310,000) | MRGX1-HEK293 calcium flux, Fluo-4, BAM8-22 antagonism; hits give low values | Q96LB2 | B-score at 10 µM;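 active = calcium-response B-score plate-corrected more than 3 library SD below zero, starting fluorescence within 5 deviations, no agonist response on first addition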;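 note: peak minus trough fluorescence over baseline after final BAM8-22 challenge near maximal dose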
AI-2 QS mod: Vibrio harveyi AI-2 quorum sensing modulation. Vibrio harveyi JMH597 AI-2 luminescence/OD600 ratio, 9 h; hits give low values; strain lacks LuxN and CqsS sensors; 0 = neutral-control median. AID 2094. actives 0.4% (n = 300,000). activity change, % at 7.5 µM; in the data active = activity change below about -75%, passing the limit was not always enough;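 note: luminescence divided by OD600 gain over 9 h not by final OD600 alone; inactives centre near 13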
PolyA inh: inhibitors of polyadenylation in S. cerevisiae | AID 1875 | calls only at 12 µM | actives 0.02% (n = 300,000) | S. cerevisiae SKY197-pL101 polyadenylation reporter, beta-gal luminescence; efflux-impaired pdr1/pdr3 knockout yeast; score 100 = 6 SD above DMSO;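 active = lowest replicate activity score at least 50, where 100 means six control SD above control mean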;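 note: yeast exposed to compound for 9 h at 30 °C; higher score means more reporter readthrough which indicates perturbed polyadenylation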
TRPC4 PAM: TRPC4 (mouse) allosteric potentiation; actives 0.42% (n = 310,000); B-score at 10 µM; Q9QUQ5; AID 2227; HEK293 TRPC4beta/mu-opioid, DAMGO EC20, Fluo-4 Ca2+ flux; hits give high values;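 active = B-score of calcium response area above 5 SD of library B-scores, with initial fluorescence ratio within 5 SD of library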;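 note: B-score of integrated fluorescence ratio over time as area under calcium response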
MrgX1 PAM: human MrgX1 positive allosteric modulation, primary screen; Q96LB2; actives 0.63% (n = 310,000); B-score at 10 µM; MrgX1-HEK293, Fluo-4 calcium flux, FDSS; hits give high values; AID 588675;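 active = plate-corrected calcium response at least 3 library SD above typical, normal starting fluorescence, not activating the receptor alone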;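 note: compound read alongside a low EC10 to EC30 dose of BAM8-22 agonist; peak minus trough fluorescence over baseline measured at the second addition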
HIF activator: HIF pathway transcriptional activation. activation, % at 7.5 µM (by protocol). actives 0.32% (n = 300,000). U2OS HRE-luciferase reporter, luminescence; normalized: DMSO 0%, desferrioxamine 100%;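 active = mean activation of at least 10% of the iron chelator positive control signal, with at least half of replicates also reaching 10%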
TRPC6 act: activates the mouse TRPC6 cation channel; HEK293-TRPC6 membrane potential dye fluorescence; hits give high values; Q61143; B-score at 10 µM; actives 0.13% (n = 310,000);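 active = B-score of the integrated fluorescence ratio above library mean plus 3 SD, and starting fluorescence ratio within library mean plus 5 SD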;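 note: higher score means more depolarization so channel activation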
Target sequence (Q61143 whole entry, looked up): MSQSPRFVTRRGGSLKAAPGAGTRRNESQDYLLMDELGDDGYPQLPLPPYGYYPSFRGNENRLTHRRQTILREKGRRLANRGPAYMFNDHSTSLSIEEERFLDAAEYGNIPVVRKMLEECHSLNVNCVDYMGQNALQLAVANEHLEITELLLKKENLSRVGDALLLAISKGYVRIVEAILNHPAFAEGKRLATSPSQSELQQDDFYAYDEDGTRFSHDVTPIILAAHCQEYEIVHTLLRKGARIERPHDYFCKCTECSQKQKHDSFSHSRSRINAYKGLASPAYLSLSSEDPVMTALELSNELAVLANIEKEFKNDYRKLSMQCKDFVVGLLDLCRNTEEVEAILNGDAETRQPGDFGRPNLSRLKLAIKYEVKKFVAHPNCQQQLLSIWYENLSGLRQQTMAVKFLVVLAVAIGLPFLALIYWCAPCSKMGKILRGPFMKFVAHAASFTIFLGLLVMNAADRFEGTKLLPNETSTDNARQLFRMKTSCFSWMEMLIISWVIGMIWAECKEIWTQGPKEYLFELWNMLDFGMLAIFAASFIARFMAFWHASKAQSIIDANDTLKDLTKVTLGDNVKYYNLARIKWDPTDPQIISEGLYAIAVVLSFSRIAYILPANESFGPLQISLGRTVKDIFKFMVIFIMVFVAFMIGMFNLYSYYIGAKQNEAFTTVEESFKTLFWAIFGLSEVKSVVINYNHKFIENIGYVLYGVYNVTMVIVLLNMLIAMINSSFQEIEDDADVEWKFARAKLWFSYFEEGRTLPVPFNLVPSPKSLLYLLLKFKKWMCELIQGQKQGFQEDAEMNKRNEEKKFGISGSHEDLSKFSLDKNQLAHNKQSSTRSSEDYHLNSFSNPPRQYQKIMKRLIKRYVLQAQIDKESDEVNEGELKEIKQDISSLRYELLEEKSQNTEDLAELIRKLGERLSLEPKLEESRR
TRPC6 inh: blocks the mouse TRPC6 cation channel | actives 1.1% (n = 310,000) | Q61143 | B-score at 10 µM | HEK293-TRPC6, membrane potential dye, ACh-evoked depolarization; hits give low values;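 active = B-score under library mean minus 3 SD, initial fluorescence not abnormally high, positive integrated signal ratio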;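 note: B-score derived from integrated fluorescence ratio over the kinetic read; more negative B-score means stronger inhibition of depolarization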
Numbers without * were called inactive; i = inactive; . = not tested or not shown. An excerpt, so the mix of outcomes need not match the whole.

SMILES | TRPC4 agonist | MrgX1 ag | TRPC4 inh | MrgX1 antagonist | AI-2 QS mod | PolyA inh | TRPC4 PAM | MrgX1 PAM | HIF activator | TRPC6 act | TRPC6 inh
O=C(O)c1cc2n(n1)CCN(Cc1ccccc1Cl)C2=O | i | i | i | i | 16 | i | i | i | 0.1 | i | i
COc1ccc(/C=N/OCC(=O)NC(c2ccccc2)c2ccccc2)cc1OC | i | i | i | i | -5 | i | i | i | -0.8 | i | i
O=C1N(Cc2cccc(Cl)c2)C[C@@H]2C[C@@H](c3cccn3-c3nccs3)N3CCC[C@@]123 | i | i | i | i | 17 | i | i | i | -0.3 | i | i
CC(OC(=O)CCc1nc2ccccc2c(=O)[nH]1)C(=O)NC1CCCC1 (stereo unspecified) | i | i | i | i | 21 | i | i | i | 0.1 | i | i
O=C(O)c1ccc2c(c1)C(=O)N(CCCCCCCN1C(=O)c3ccc(C(=O)O)cc3C1=O)C2=O | i | i | i | i | -3 | i | i | i | 1.1 | i | i
O=C(/C=C/c1ccc(S(=O)(=O)N2CCOCC2)cc1)N1CCN(c2ccc(F)cc2)CC1 | i | i | i | i | 17 | i | i | i | 0.5 | i | i
CCc1nc(-n2[nH]c(=O)c3ccccc3c2=O)c2c3c(sc2n1)CCCC3 | i | i | i | i | 25 | i | i | i | 0.0 | i | i
Cc1nnn(C23CC4CC(CC(C(=O)NN)(C4)C2)C3)n1 | i | i | i | i | 18 | i | i | i | -0.3 | i | i
O=C(Nc1ccccc1F)c1ccc2ncsc2c1 | i | i | i | i | 7 | i | i | i | 2.1 | i | i
Cc1ccc(NC(=O)CSc2nnc(NC(=O)CN3CCOCC3)s2)cc1 | i | i | i | i | 21 | i | i | i | 0.9 | i | i
CCN(c1ccccc1)S(=O)(=O)c1c[nH]c2ccc([N+](=O)[O-])cc12 | i | i | i | i | . | i | i | i | -0.3 | i | i
COc1cccc(N2C(=O)C3CCCN3C2c2ccc(N(C)C)cc2)c1 (stereo unspecified) | i | i | i | i | -7 | i | i | i | -0.2 | i | i
O=C(Nc1ccccc1Cl)OCc1cncs1 | i | i | i | i | 5 | i | i | i | -0.3 | i | i
COCCNCC(=O)N1c2ccccc2Sc2ccccc21 | i | i | i | i | 9 | i | i | i | -0.4 | i | i
O=C1c2cccnc2C(O)N1C1CCCCC1 (stereo unspecified) | i | i | . | i | 13 | i | i | i | -0.3 | i | i
O=C(CP(=O)(c1ccccc1)c1ccccc1)Nc1cccc(CP(=O)(c2ccccc2)c2ccccc2)c1 | i | i | i | i | 10 | i | i | i | -1.4 | i | i
Cc1ccccc1NC1=C(C(=O)c2ccccc2)N(C)S(=O)(=O)c2ccccc21 | i | i | i | i | 2 | i | i | i | 0.2 | i | i
CCn1ccnc1CN(C)Cc1c(C(=O)N2CCCCCCC2)nc2ccc(Cl)cn12 | i | i | i | i | 50 | i | i | i | -0.8 | i | i
COc1cc(C(C#N)N2CCC(c3ccccc3)=N2)ccc1O (stereo unspecified) | i | i | i | i | 26 | i | i | i | 0.8 | i | i
CC(C)(C)c1ccc(C(=O)NNc2ccc(F)cc2F)cc1 | i | i | i | i | 28 | i | i | i | 0.5 | i | i
Cn1c(-c2c(N)n(CCCc3ccccc3)c3nc4ccccc4nc23)nc2ccccc21 | i | . | i | . | 32 | i | i | . | -0.5 | i | i
O=C(Nc1cccc2cccnc12)c1ccc(Cl)cc1Cl | i | i | i | i | 7 | i | i | i | -0.1 | i | i
COc1nc(OCCNC(C)=O)nc(N(C)C)n1 | i | i | i | i | 15 | i | i | i | 0.1 | i | i
Cc1cc(N/N=C/c2cccc(Cl)c2)nc(NCc2ccccc2)n1 | i | i | i | i | 15 | i | i | i | -0.4 | i | i
Cc1cccc(NC(=O)c2cc(=O)c3ccccc3o2)c1 | i | i | i | i | 13 | i | i | i | 1.4 | i | i
O=C1OCCN1C(=O)[C@H]1[C@H](c2ccc([N+](=O)[O-])cc2)C(c2cccc(Cl)c2)=NN1c1ccccc1 | i | i | i | i | 10 | i | i | i | -0.7 | i | i
CCOC(=O)Cc1nnc(NC(=O)c2ncn[nH]2)s1 | i | i | i | i | 26 | i | i | i | 0.1 | i | i
O=C(Nc1ccc2c(c1)OCCO2)C1CCCN(S(=O)(=O)c2cccs2)C1 (stereo unspecified) | i | i | i | i | 15 | i | i | i | 1.1 | i | i
Cc1ccc(C(=O)Nc2cccc(-c3cn4ccccc4n3)c2)cc1 | i | i | i | i | -13 | i | i | i | 0.7 | i | i
N#Cc1ccc(OCC(=O)N/N=C(\CCC(=O)O)c2cccs2)cc1 | i | i | i | i | 13 | i | i | i | 0.2 | i | i
Cc1[nH]nc(SCC(=O)NC2CCCC2)c1[N+](=O)[O-] | i | i | i | i | 26 | i | i | i | 0.0 | i | i
CCOC(=O)C(NC(C)=O)(N1CCOCC1)C(F)(F)F (stereo unspecified) | i | i | i | i | 16 | i | i | i | 49* | i | i
O=S(=O)(Nc1ccc(Cl)cn1)c1ccccc1 | i | i | i | i | 51 | i | i | i | 0.0 | i | i
CC(Oc1ccc(Cl)cc1Cl)C(=O)NC1=NN(c2ccccc2)C(=O)C1 (stereo unspecified) | i | i | i | i | 4 | i | i | i | -0.2 | i | i
COc1ccc(NC(=O)C2CCCN(c3cnccn3)C2)cc1 (stereo unspecified) | i | i | i | i | -8 | i | i | i | -0.5 | i | i
COc1ccccc1N1CCN(C(=O)c2ccc(Cn3c(=O)[nH]c4ccsc4c3=O)cc2)CC1 | i | i | i | i | -1 | i | i | i | 0.4 | i | i
CCCCN(C(=O)c1ccc2c(c1)OCO2)c1c(N)n(CCCC)c(=O)[nH]c1=O | i | i | i | i | 20 | i | i | i | 0.5 | i | i
CCCn1c(N)c(N(CCOC)C(=O)c2cc(C)cc(C)c2)c(=O)[nH]c1=O | i | i | i | i | 8 | . | i | i | -1.9 | i | i
COC(=O)c1cccc(C23CC4(C2)[C@H](CN(Cc2ccc(C(F)(F)F)cc2)[C@@H]4c2ccccc2)C3c2ccccc2)c1 (stereo partly specified) | i | i | i | i | 21 | i | i | i | 0.0 | i | i
Cc1cnc(C(=O)Nc2ccccc2F)cn1 | i | i | i | i | 5 | i | i | i | 2.7 | i | i
Cc1ccc2[nH]c3c(=O)n(CCc4cnc[nH]4)cnc3c2c1 | 211* | i | i | i | 14 | i | i | i | 1.0 | i | i
O=C(/C=C\Nc1ccc(Cl)cn1)c1ccc(Br)cc1 | i | i | i | i | . | i | i | i | 5.3 | i | i
CCOC(=O)c1c(C)n(C)c2ccc(OCC(O)Cn3nc(C)cc3C)cc12 (stereo unspecified) | i | i | i | i | 18 | i | i | i | 0.1 | i | i
COc1cccc(CN2CC(C(=O)NC3CCCCCC3)CCC2=O)c1 (stereo unspecified) | i | i | i | i | 17 | i | i | i | 0.2 | i | i
CCCN(c1ccc(OCC)cc1)S(=O)(=O)c1ccc2c(c1)CCN2C(=O)CCC(=O)O | i | i | i | i | 38 | i | i | i | -0.4 | i | i
CCN(CC)S(=O)(=O)c1ccc(NC(=S)NC(=O)C2CCC2)cc1 | i | . | i | . | 11 | i | i | . | -9.2 | i | i
CC(C)(C)NC(=O)C(c1ccc(F)cc1)N(CC1CCCO1)C(=O)CCC(=O)Nc1ccccn1 (stereo unspecified) | i | i | i | i | 11 | . | i | i | 0.0 | i | i
C/C(N)=C(/C#N)C(=O)CSc1nnc(-c2ccc3c(c2)OCO3)o1 | i | i | i | i | 10 | i | i | i | . | i | i
Cc1cccc(C(=O)OCC(=O)Nc2ccc(N3CCCCC3)cc2)c1O | i | i | i | i | 1 | i | i | i | 0.4 | i | i
O=C(CC1Sc2ncnn2C1=O)Nc1ccc(Cl)cc1 (stereo unspecified) | i | i | i | i | 36 | i | i | i | 0.3 | i | i
COc1ccccc1OP(=O)(O)Oc1ccccc1OC | i | i | i | i | 2 | i | i | i | -0.8 | i | i
O=C(NCN1CCN(c2ccccc2F)CC1)c1cccnc1 | i | i | i | i | 63 | i | i | i | -0.3 | i | i
Cc1ccc(OC2=NS(=O)(=O)c3ccccc32)cc1 | i | i | i | i | 10 | i | i | i | -1.1 | i | i
COc1ccc(CCN(C(=O)C(F)(F)F)C(C(=O)NC2CCCCC2)c2cccs2)cc1 (stereo unspecified) | i | i | i | i | 7 | i | i | i | -0.4 | i | i
O=C(c1ccc([N+](=O)[O-])cc1)N1CCSC1c1ccc(Cl)cc1 (stereo unspecified) | i | i | i | i | -8 | i | i | i | -0.2 | i | i
COc1ccc(C(C)=O)cc1CN1CCCCC1 | i | i | i | i | 1 | i | i | i | -0.2 | i | i
Cc1c(Cl)cccc1N(CC(=O)NC1CCCCC1)S(C)(=O)=O | i | i | i | i | -3 | i | i | i | -0.8 | i | i
O=C(Nc1ccc2c(c1)OCO2)c1cc(-c2cccnc2)nc2ccccc12 | i | i | i | i | 8 | i | i | i | 1.4 | i | i
Cc1ccc(Nc2nc(NCC3CCCO3)nc(N)c2[N+](=O)[O-])cc1 (stereo unspecified) | i | i | i | i | 52 | i | i | i | 0.0 | i | i
COc1ccccc1CNS(=O)(=O)c1c(C)noc1C | i | i | i | i | -3 | i | i | i | 0.3 | i | i
CC(C)c1nc2sc3c(=S)nc[nH]c3c2c2c1CCC2 | i | i | i | i | 16 | i | i | i | -0.1 | i | i
c1ccc2c3c([nH]c2c1)C(C1CCCCC1)N(Cc1ncc[nH]1)CC3 (stereo unspecified) | i | i | i | i | 26 | i | i | i | -0.8 | i | i
